Screens: PubChem, several laboratories
GRK2 aptamer HTS – inhibitors of human GRK2 displacing RNA aptamer; inhibition of aptamer binding, % at 10 µM; 330,000 compounds, 0.59% hits; P25098; bead flow cytometry, FAM-aptamer displacement from GRK2; AID 488847;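 active = inhibition of aptamer binding above 40%, roughly 3 SD of noise, on plates passing a quality check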;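 also: median bead fluorescence of bound FAM aptamer so fluorescent compounds give negative values; no value below 0 was filed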
GLD-1 RNA inh – GLD-1-TGE RNA interaction inhibition (C. elegans). purified GLD-1 + fluorescein TGE RNA, fluorescence polarization. inhibition, % at 5.96 µM. 320,000 compounds, 0.44% hits;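 active = percent inhibition above a per-plate cutoff, the plate mean of test compounds plus 3 SD, cut at about 30% in these data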;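 also: 0% = DMSO wells with GLD-1 and probe and 100% = wells lacking GLD-1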
Yeast superoxide – yeast age-related superoxide inhibition as caloric restriction mimetic; S. cerevisiae aged cells, superoxide DHE fluorescence; active compounds read low; superoxide response (% of plate mean), % at 10 µM; 330,000 compounds, 0.18% hits; AID 2690;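 active = superoxide response under a set limit, about three screen SD below normal, cut at about 65% in these data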;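 also: yeast aged for seven days with compound at 30 °C before DHE staining; 100% = average MFI of all compound-treated wells on the plate with controls excluded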
MEX-5 binding – C. elegans MEX-5 TCR-2 RNA binding activity | MEX-5/FITC-TCR2 RNA binding, fluorescence polarization; active compounds read low | activity score (negative = inhibition of binding), % at 10 µM | 300,000 compounds, 0.38% hits | AID 1832;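 active = inhibition past about -25% in most replicates, and total fluorescence under double the plate's negative control median, limit read from the data; inconclusive = replicates evenly split on the limit, or fluorescence at least double controls; inactive = too little inhibition in most replicates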;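 also: 0% = DMSO and -100% = 5 µM competing unlabeled TCR2 RNA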
Target sequence (Q9XUB2 whole entry, looked up): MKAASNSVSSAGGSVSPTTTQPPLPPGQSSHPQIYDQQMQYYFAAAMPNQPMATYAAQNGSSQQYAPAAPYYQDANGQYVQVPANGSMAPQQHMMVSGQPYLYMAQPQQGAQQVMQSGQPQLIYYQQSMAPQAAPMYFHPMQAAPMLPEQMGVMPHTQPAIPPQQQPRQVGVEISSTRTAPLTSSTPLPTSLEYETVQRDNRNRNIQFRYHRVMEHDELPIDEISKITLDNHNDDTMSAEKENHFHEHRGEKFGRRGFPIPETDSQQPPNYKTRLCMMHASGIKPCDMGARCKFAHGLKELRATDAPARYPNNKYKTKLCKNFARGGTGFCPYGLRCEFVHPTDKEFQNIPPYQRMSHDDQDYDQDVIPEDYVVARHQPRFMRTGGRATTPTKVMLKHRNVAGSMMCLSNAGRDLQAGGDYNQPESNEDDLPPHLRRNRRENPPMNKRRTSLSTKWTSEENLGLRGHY
AGP1-GFP MLPCN – yeast TOR pathway AGP1-GFP modulation; S. cerevisiae AGP1-GFP multiplex flow cytometry, 3 h; GFP as percent of DMSO wells; GFP response vs DMSO, % at 10 µM; 320,000 compounds, 0.02% hits; AID 2066;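 active = GFP response relative to DMSO above a set limit, near screen average plus 3 SD, cut at about 150% in these data; inconclusive = fewer than 70 cells counted for the yeast strain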;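 also: median GFP channel fluorescence of the gated AGP1 strain per well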
MCL1 BIM primary – disrupts human MCL1 binding to BIM-BH3 peptide; Q07820; GST-MCL1 / FITC-Bim-BH3 fluorescence polarization; inhibition, % at 10.9 µM; 320,000 compounds, 0.68% hits; AID 2057;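 active = inhibition above the mean inhibition of all tested compounds plus 3 SD, set per campaign, cut at about 40% in these data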;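 also: 0% = DMSO wells and 100% = unlabeled Bim-BH3 peptide control; higher means more loss of mP so more displacement of Bim peptide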
Target sequence (Q07820 whole entry, looked up): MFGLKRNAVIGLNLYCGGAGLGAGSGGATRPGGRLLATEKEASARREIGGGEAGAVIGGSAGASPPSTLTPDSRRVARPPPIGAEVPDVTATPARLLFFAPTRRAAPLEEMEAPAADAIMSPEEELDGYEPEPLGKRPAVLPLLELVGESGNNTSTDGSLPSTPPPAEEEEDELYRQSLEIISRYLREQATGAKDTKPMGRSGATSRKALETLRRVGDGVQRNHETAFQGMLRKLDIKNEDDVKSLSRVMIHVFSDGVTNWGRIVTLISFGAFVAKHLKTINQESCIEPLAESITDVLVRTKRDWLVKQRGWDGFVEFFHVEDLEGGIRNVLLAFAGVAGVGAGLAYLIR
Bcl-xL primary – inhibitors of human Bcl-xL. Q07817. GST-Bcl-xL / FITC-Bim BH3 peptide fluorescence polarization. inhibition, % at 10.9 µM. 320,000 compounds, 0.7% hits;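 active = inhibition above the mean of all tested compounds plus 3 SD, cutoff set per campaign, cut at about 30% in these data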;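 also: 0% = DMSO wells and 100% = unlabeled Bim-BH3 peptide competitor; inhibitors lower millipolarization by displacing the labeled peptide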
VLA-4 inh – inhibition in a human VLA-4 binding assay. VLA-4 expressing cells, ligand binding flow cytometry. inhibition, % (about 7 µM as worked out from the volumes in the protocol). P13612. 330,000 compounds, 0.2% hits. AID 2557; in the data active = inhibition above about 50%
CIT2 TOR yeast – alters CIT2-GFP fluorescence in TOR pathway yeast screen; S. cerevisiae CIT2-GFP strain, flow cytometry, 3 h; 100 means same as DMSO wells; GFP response vs DMSO, % at 10 µM; 320,000 compounds, 0.065% hits; AID 2029;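 active = GFP response relative to DMSO above a set limit, near the screen mean plus 3 SD, cut at about 150% in these data; inconclusive = Fewer than 70 cells measured for a yeast strain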;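 also: ratio of well median GFP fluorescence to mean of DMSO wells on the plate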
Active calls of the source: *; i = inactive; ? = inconclusive; / = not tested or not shown; [ ] = dose if it differs, or a comment.

Screens in order: GRK2 aptamer HTS	GLD-1 RNA inh	Yeast superoxide	MEX-5 binding	AGP1-GFP MLPCN	MCL1 BIM primary	Bcl-xL primary	VLA-4 inh	CIT2 TOR yeast
- O=C(Nc1ccccc1)NC1CCN(Cc2c(F)cccc2Cl)CC1
  0.0	-7.9	103.9	1.0	112.1	-0.9	3.5	-4.6	118.6
- CC1(C)NS(=O)(=O)Oc2ccccc21
  0.0	5.7	105.5	0.3	67.2	4.0	-1.5	7.4	76.2
- Cc1ccc(S(=O)(=O)N2CCN(C(=O)c3ccc(OCc4c(C)noc4C)cc3)CC2)cc1
  3.0	2.2	94.9	0.6	93.8	-5.2	-2.6	3.2	92.9
- O=C(Nc1ccc2ccccc2c1)c1ccccc1F
  1.0	1.3	98.3	1.6	94.8	-3.1	-2.5	20.1	101.2
- COC(=O)c1c(Sc2ccccc2)c2ccccc2n1C
  0.0	-11.5	108.9	0.2	101.8	-26.9	-18.1	-6.3	103.7
- CCn1c(SCC(=O)Nc2c(C)n(C)n(-c3ccccc3)c2=O)nc2c1c(=O)n(C)c(=O)n2C
  0.0	3.6	107.0	-3.2	97.5	-2.4	1.7	-8.8	/
- Cc1ccc(C(=O)NCCNC(=O)c2ccc(C)nc2)cc1
  0.0	6.5	100.3	-2.7	99.9	5.6	2.9	-11.9	102.9
- CCc1ccc(C(C(=O)NCc2ccc(OC)cc2)N(CCOC)C(=O)Cc2cccs2)cc1 (stereo not given)
  0.0	-6.0	87.5	-0.5	100.1	7.2	2.9	-3.4	94.6
- O=C(CCN1C(=O)c2ccccc2C1=O)Nc1cccc(S(=O)(=O)NC2=NCCC2)c1
  2.0	5.3	103.8	2.9	98.6	1.1	4.9	-3.4	102.4
- CC(C)(C)C(=O)N1CCn2c1nc1ccccc12
  0.0	1.6	107.5	-0.2	?	10.3	6.3	8.9	85.0[may fluoresce red]
- Cc1cc(C)c(C)c(S(=O)(=O)N2CCN(C(=O)CNC(=O)c3ccco3)CC2)c1C
  4.0	-0.5	104.2	/	103.4	-0.6	1.1	-2.2	107.3
- COc1ccc(OCC(=O)O/N=C(\N)Cc2ccc(Cl)cc2Cl)cc1
  0.0	5.1	95.0	-2.6	96.4	3.9	9.7	-3.2	110.2
- CC(=O)c1sc(NC(=O)c2ccc(COc3ccccc3Cl)o2)nc1C
  0.0	7.9	88.3	-0.2	109.5	10.8	8.3	1.0	113.2
- Cn1cc(Cl)c(C(=O)OCC(=O)Nc2nc(-c3ccc(Br)cc3)cs2)n1
  0.0	7.2	129.6	-3.8	103.6	10.3	6.0	-8.6	108.3
- COc1ccccc1C(=O)NC(=O)COC(=O)Cc1ccccc1[N+](=O)[O-]
  0.0	0.5	104.4	-1.0	106.5	2.7	4.2	7.7	93.7
- COc1cc(/C=C/C(=O)OCC(=O)NC2CCS(=O)(=O)C2)ccc1O (stereo not given)
  2.0	0.9	99.3	-0.2	102.3	-1.9	0.8	10.0	105.6
- COc1ccc(Cl)cc1NC(=O)CN(C)C(=O)c1cccc2cccnc12
  0.0	2.0	92.6	/	104.4	/	/	22.2	103.3
- c1ccc2c(c1)OCC(c1csc3ncnc(N4CCCC4)c13)O2 (stereo not given)
  1.0	-2.0	105.0	-3.0	101.6	-5.7	0.2	21.0	106.6
- CCOc1ccc(CC(=O)NNC(=O)/C=C/C(=O)O)cc1
  1.0	2.3	i	0.5	104.1	-0.1	4.5	0.9	102.2
- O=c1[nH]c(=O)n(C2CCCO2)cc1F (stereo not given)
  0.0	3.8	112.3	1.1	92.8	-6.1	2.0	-2.1	84.9
- COc1ccc(NC(=O)N2CCCC2C(=O)Nc2ccc(C)c(Cl)c2)cc1 (stereo not given)
  0.0	-1.4	97.1	-0.2	103.1	-2.6	4.5	-12.8	99.2
- Cc1cc(NC(=O)Nc2cccc(C(F)(F)F)c2)n(C)n1
  74.0*	3.0	93.0	-1.9	105.7	8.7	4.6	11.9	103.1
- COCCNC(=O)C(c1ccc(OC)cc1)N(Cc1ccco1)C(=O)CCC(=O)Nc1ccccn1 (stereo not given)
  0.0	0.1	89.2	0.5	95.4	2.6	11.2	-0.3	101.6
- CCOC(=O)CN1CCC(c2ccccc2)CC1
  0.0	4.7	90.1	-2.0	101.3	1.8	2.8	4.6	96.8
- C=CCn1c(SCC(=O)Nc2ccc(F)cc2F)nnc1-c1cnccn1
  3.0	-5.8	132.0	1.9	100.3	-9.2	-2.3	2.4	100.4
- COc1ccc(C(=O)NN=C2CCCC2)cc1OC
  0.0	-0.3	106.9	2.6	95.2	2.1	-0.1	1.1	99.0
- COc1cccc(CN2CCC(N(CCc3ccccc3)Cc3ccccc3)CC2)c1OC
  0.0	6.6	89.8	4.4	101.8	3.8	2.2	36.2	100.2
- Cc1cc(C)nc(N2CCC(C(=O)Nc3ccc4c(c3)CCC4)CC2)n1
  2.0	0.2	103.6	-1.0	100.9	10.1	3.3	7.7	99.0
- Fc1ccc(CNc2ccccn2)cc1
  0.0	/	105.0	-0.3	100.2	/	/	-4.9	100.5
- Cc1cccc(Nc2nnc(SCC(=O)NCC3CCCO3)s2)c1C (stereo not given)
  0.0	-6.6	106.7	/	101.5	/	/	13.9	100.3

Record cards, as listed above. Screens in order: GRK2 aptamer HTS, GLD-1 RNA inh, Yeast superoxide, MEX-5 binding, AGP1-GFP MLPCN, MCL1 BIM primary, Bcl-xL primary, VLA-4 inh, CIT2 TOR yeast
Results for `Fc1ccc(CNc2ccccn2)cc1` : 0.0, /, 105.0, -0.3, 100.2, /, /, -4.9, 100.5
Results for `O=c1[nH]c(=O)n(C2CCCO2)cc1F` (stereo not given) : 0.0, 3.8, 112.3, 1.1, 92.8, -6.1, 2.0, -2.1, 84.9
Results for `Cc1cc(NC(=O)Nc2cccc(C(F)(F)F)c2)n(C)n1` : 74.0*, 3.0, 93.0, -1.9, 105.7, 8.7, 4.6, 11.9, 103.1

More records:
Screens in order: GRK2 aptamer HTS	GLD-1 RNA inh	Yeast superoxide	MEX-5 binding	AGP1-GFP MLPCN	MCL1 BIM primary	Bcl-xL primary	VLA-4 inh	CIT2 TOR yeast
- Cc1ccc(NS(=O)(=O)c2ccc(-c3cnc(C4CC4)o3)cc2)c(C)c1
  0.0	-1.3	94.5	-0.2	100.0	-2.8	0.7	55.2*	101.7
- COc1cccc(NC(=O)c2ccc(N3C(=O)C4CC=CCC4C3=O)cc2)c1 (stereo not given)
  0.0	1.8	95.5	0.0	101.4	5.3	7.5	-5.7	94.2
- O=C(NCCN1CCOCC1)c1cc2ccccc2o1
  6.0	3.1	99.1	-3.7	105.0	2.3	-0.8	11.0	99.0
- O=C(NCc1ccccc1)c1cccnc1N1CCOCC1
  3.0	-3.8	92.2	0.4	95.7	-2.3	-3.7	-2.7	95.2
- O=C(N/N=C/c1cccc2nccnc12)c1ccccc1O
  1.0	2.7	94.5	-1.2	98.0	6.6	1.3	1.8	87.6
- Cc1ccc(NC(=O)CNC(=O)Cn2cnc3sc(C)c(C)c3c2=O)cc1F
  0.0	6.1	108.7	-3.8	107.2	1.3	3.6	0.5	108.9
- CCCCN1C(=O)C(NC(=O)CC(C)C)(C(F)(F)F)C2=C1CC(C)(C)CC2=O (stereo not given)
  0.0	3.8	98.8	-1.8	101.1	3.4	2.4	0.4	107.0
- c1ccc2c(c1)c1cccc3ccc4cccc2c4c31
  2.0	8.9	118.3	/	110.5	1.7	1.0	17.8	88.8
- O=C(CN1CCSC1=NCc1ccccc1)c1ccccc1
  2.0	0.1	93.2	0.2	99.6	-1.7	5.0	-5.6	103.6
- CCOC(=O)Cc1c(C)nc2c(-c3ccc(Cl)cc3)cnn2c1C
  0.0	0.7	92.8	0.2	92.5	-2.0	2.7	-2.4	92.9
- CC(/C=N/n1cnnc1)=C\c1ccccc1
  0.0	1.5	83.3	1.5	96.8	0.9	3.5	13.8	97.2
- Cc1cnc([N+](=O)[O-])n1CCOC(=O)NC(=O)c1c(F)cccc1F
  15.0	-0.4	103.3	0.7	103.9	0.2	-4.7	28.1	103.8
- COc1ccccc1NC(=O)CSc1nnc2ccc(-c3ccccn3)nn12
  0.0	1.2	104.2	-0.9	105.7	2.2	3.0	7.3	86.5
- CCCn1c(C2CCCN2c2nc(-c3cccc(Br)c3)cs2)nc2ccccc21 (stereo not given)
  0.0	5.1	100.4	-2.9	91.9	6.7	5.4	14.7	89.7
- CCCN1C(=O)/C(=C/c2ccc(N3CCOCC3)cc2)NC1=S
  0.0	-97.7	92.6	6.8	92.9	-138.6	-98.7	-8.0	100.6
- CSc1nccc(-c2sc(SC)c(C#N)c2-c2ccccc2)n1
  2.0	-5.3	96.7	1.9	121.4	-1.4	1.1	6.0	108.2
- COc1ccccc1-n1c(SCC(=O)N2CCOCC2)nc2cccnc21
  0.0	1.7	95.0	0.8	101.5	5.4	8.5	27.7	99.9
- Cc1cc(OCC(=O)NCCCN2CCOCC2)cc(C)c1Cl
  0.0	-0.7	98.3	-0.1	96.0	-1.1	5.2	2.3	97.6
- C[C@@H](C(=O)Nc1ccc2ccccc2c1)[C@@H]1C[C@@]1(C)[C@@H](NC(=O)OCc1ccccc1)c1ccccc1
  0.0	-4.7	98.9	3.9	104.7	0.6	3.7	10.3	101.5
- S=C1NCCOCCOCCNC(=S)N2CCOCCOCCN1CCOCCOCC2
  0.0	4.9	108.7	-0.6	94.4	1.4	7.2	1.6	95.8
- COC(=O)c1ccc(NC(=S)Nc2ccc(O)cc2)cc1
  0.0	-0.2	109.5	0.8	98.4	7.2	5.9	6.8	89.4
- COc1ccc(OCC(=O)Nc2ccc3c(c2)nc(CCN2CCN(C)CC2)n3C)cc1
  0.0	8.7	89.1	-0.1	119.0	1.1	0.9	4.4	113.3

No enrichment for hits; 2.1% or so of the library scored in one or more.
